Source: PubChem (several laboratories)
Insulin prom up: MIN6 insulin promoter up-regulation | MIN6 insulin promoter-GFP reporter, high-content imaging; active compounds read high | z-score at 5 µM | 190,000 compounds, 0.3% hits;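 active = z-score above 3 at 5 µM with at least 500 cells counted in the well; inconclusive = wells under 500 cells, flagged as cytotoxic or low count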
TNAP activation fold: stimulation of alkaline phosphatase TNAP activity – biochemical, luminescent, no phosphate acceptor, uHTS, primary screen (AID 1001) | 200,000 compounds, 0.03% hits | purified TNAP, luminescent activation assay, no phosphate acceptor; higher activation fold means a stronger effect | activation fold at 20 µM, or EC50 in µM where a hit was titrated; in the data active = activation fold from about 3, or a potency from the dose series; inactive = the rest, 99 in 100 with activation fold below about 1.6; also: many of its hits are not listed in these tables
Salmonella PhoP GFP: inhibitors of PhoP regulon expression, primary screen, Salmonella Typhimurium, GFP reporter (AID 1863); S. Typhimurium PhoP-regulated promoter GFP reporter, 4 h; higher % means a stronger effect; one-dose inhibition, % at 50 µM; IC50 in µM for titrated hits; 300,000 compounds, 0.16% hits;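 active = inhibition over 29.93%, a cutoff 3 SD above the screen mean, later confirmed by dose response; inconclusive = inhibition over 29.93% but no dose response follow-up; inactive = inhibition at most 29.93% or unconfirmed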;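 also: 0% = low Mg2+ inducing control and 100% = high Mg2+ repressing control; strong numbers were not always called active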
West Nile antiviral: West Nile virus antiviral activity, cell-based, CPE readout (AID 1621). West Nile virus-infected cells, CPE inhibition; higher % means a stronger effect. CPE inhibition, % at 10 µM, or IC50 in µM where a hit was titrated. 290,000 compounds, 0.02% hits; in the data active = a potency from the dose series; inconclusive = CPE inhibition mostly from about 3.7% at the one dose, without a potency; inactive = the rest, 99 in 100 with CPE inhibition below about 2.2%; also: strong numbers were not always called active
RSV antiviral HEp-2: inhibition of RSV-induced cytopathic effect – HEp-2 cells, primary 10 µM value included (AID 2391). HEp-2 cells, RSV-induced CPE inhibition; higher % means a stronger effect. CPE inhibition, % at 10 µM, or IC50 in µM where a hit was titrated. 310,000 compounds, 0.13% hits; in the data active = a potency from the dose series; inconclusive = CPE inhibition mostly from about 23% at the one dose, without a potency; inactive = the rest, 99 in 100 with CPE inhibition below about 21%; also: strong numbers were not always called active
SV40 large T antigen: SV40 large T antigen inhibitors, biochemical (AID 1903); SV40 large T antigen ATPase/helicase inhibition assay; higher % means a stronger effect; inhibition, % at 20 µM, or IC50 in µM where a hit was titrated; 310,000 compounds, 0.39% hits; in the data active = a potency from the dose series; inconclusive = inhibition mostly from about 32% at the one dose, without a potency; inactive = the rest, 99 in 100 with inhibition below about 32%; also: strong numbers were not always called active
ER stress rescue: protection against thapsigargin-triggered cell killing – 384-well, CSM14.1, ATP luminescence, primary screen (AID 1222); 190,000 tested, under 10 active; cellular ATP content (survival), % at 20 µM; hits with a dose series show EC50 in µM; CSM14.1 thapsigargin-induced death rescue, ATP luminescence; higher % means a stronger effect;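 active = EC50 below 50 µM in the dose-response confirmation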;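 also: death triggered by thapsigargin at about 15 µM added after 2 h compound pretreatment; cell ATP read after overnight thapsigargin exposure of roughly 18 to 22 hours; normalized against plate controls of thapsigargin alone and 5% DMSO vehicle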
PMI inhibition: human PMI inhibitors, high substrate, primary screen, biochemical, fluorescence intensity, high mannose 6-phosphate (AID 1220); inhibition, % at 20 µM, or IC50 in µM where a hit was titrated; recombinant PMI enzyme, coupled fluorescence intensity; higher % means a stronger effect; 190,000 compounds, 0.66% hits
human PMI inhibition: MPI enzyme activity inhibition – biochemical, fluorescence intensity, coupled assay, primary screen (AID 1209) | purified PMI enzyme, coupled fluorescence intensity; higher % means a stronger effect | inhibition, % at 20 µM; hits with a dose series show IC50 in µM | 190,000 compounds, 0.42% hits;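 also: plate controls were DMSO vehicle for no effect and wells lacking substrate for full effect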
Insulin prom up cell count: recorded beside Insulin prom up, whose call it bears; cell count; measured here: cytotoxicity, nuclei count;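 total cells summed across four imaged fields per well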
Active calls of the source: *; ? = inconclusive; · = no result given. Rule as the data show it, unless noted: active = inhibition above about 50%; inactive = the rest.

canonical_smiles,Insulin prom up,Insulin prom up cell count,TNAP activation fold,Salmonella PhoP GFP,West Nile antiviral,RSV antiviral HEp-2,SV40 large T antigen,ER stress rescue,PMI inhibition,human PMI inhibition
CCOc1ccc(C(=O)C[n+]2ccccc2C)cc1,0.89,1593,1.1,-2.4%,0.3%,0.8%,2.5%,3.0%,-2.5%,-3.6%
Cc1c(CNCCC2=CCCCC2)c(C(=O)O)c(C)n1Cc1ccccc1,-0.33,1075,1,3.0%,-0.2%,-0.5%,3.7%,-4.9%,0.7%,0.2%
CCOc1ccc(NC(=S)N2CCc3cc(OC)c(OC)cc3C2COc2ccc3c(C)cc(=O)oc3c2)cc1 (centres undefined),-0.98,1096,1.1,16.8%,0.0%,3.1%,7.2%,-2.9%,7.0%,4.3%
CCOc1cccc(-c2c(C(=O)N/N=C(\C)c3cccs3)nnn2-c2nonc2N)c1,·,·,·,-9.1%,0.0%,4.6%,10.0%,·,·,·
CCO/N=C(\C)c1c(O)cc(C(C)C)n(-c2ccccc2)c1=O,0.17,1299,1.2,-11.9%,-0.9%,1.4%,12.9%,-0.3%,2.0%,-4.7%
Cc1ccc(N(CC(=O)N(C)Cc2ccccc2)S(C)(=O)=O)cc1C,·,·,·,5.3%,-0.8%,-0.8%,8.1%,·,·,·
CN(C)S(=O)(=O)n1cc(/C=C(\NC(=O)c2ccccc2Cl)C(=O)NCCCn2ccnc2)c2ccccc21,·,·,·,-0.1%,1.4%,-0.6%,14.2%,·,·,·
COc1ccccc1OCCCOc1ccc([N+](=O)[O-])cc1Cl,-0.4,1326,1.1,-7.9%,-0.3%,?,1.3%,-0.9%,14.4%,15.9%
Cn1nc(C(=O)Nc2nc3ccccc3[nH]2)ccc1=O,1.22,1231,1.4,10.4%,1.8%,1.5%,13.1%,-1.1%,-2.9%,-2.2%
O=C(NCCOc1ccccc1)c1cc2ccccc2o1,0.07,1162,1,-0.7%,-0.1%,5.1%,0.6%,-0.6%,-7.3%,9.8%
CC(C)(C)CC(=O)Nc1nnc(SCC(=O)N2CCCCC2)s1,·,·,·,7.8%,-1.2%,6.7%,-0.1%,·,·,·
COc1ccc(S(=O)(=O)NCCc2csc(C)n2)cc1C,-0.73,1414,1.2,-9.6%,-0.3%,0.8%,22.5%,0.1%,-2.4%,1.4%
CCCN1C(=O)c2ccccc2NC1c1ccc(OC)c(CSc2ccccn2)c1 (centres undefined),-0.34,1384,1,1.0%,-0.8%,9.6%,-101.8%,2.4%,14.7%,29.0%
NC(=O)c1ccccc1N/C=C1\CCCCC1=O,-0.03,1504,1.1,5.8%,0.8%,0.0%,19.6%,0.3%,4.6%,1.0%
O=C(OCc1nc2ccccc2s1)c1cnccn1,0.91,1289,1.1,-0.8%,-0.2%,2.3%,15.9%,2.6%,-8.8%,-4.5%
CC(C)Cc1nc2oc3c(NCC(C)O)ncnc3c2c2c1CCCC2 (centres undefined),0.83,928,·,-9.6%,0.2%,?,9.3%,·,·,·
COc1ccc(OC)c(Nc2nc(-c3sc(C)nc3C)cs2)c1,-1.18,1062,0.9,7.1%,1.1%,58.2%,2.6%,2.5%,20.8%,9.5%
COc1ccc(/C=C/C(=O)OCC(=O)NCCC2=CCCCC2)cc1OC,-0.15,1277,1.1,-10.3%,-0.3%,1.9%,14.0%,·,0.3%,-5.1%
CC(C)(C)NC(=O)CSc1ccc(C(C)(C)C)cc1,·,·,1.1,-5.9%,-0.8%,4.3%,-1.0%,-0.2%,13.0%,14.6%
COc1ccc(/C=N/Nc2cc(C)nc3ccc(OC)cc23)c(OC)c1,·,·,·,4.6%,-2.7%,-2.9%,11.4%,·,·,·
Cc1cc(NS(=O)(=O)c2ccc(NC(=S)Nc3ccc(Cl)cc3C)cc2)no1,0.1,1094,·,19.7%,-0.2%,·,12.5%,·,·,·
Fc1ccc(CN2CCN3CCCC3C2C2CCCCC2)cc1F (centres undefined),-0.25,1616,1.1,8.9%,-0.5%,-0.7%,1.1%,-3.6%,3.2%,6.3%
O=C(CN1CCN(c2ccc(Cl)cc2)CC1)N1CCCC1,-0.55,1048,1.2,11.8%,-0.8%,1.8%,0.1%,0.2%,4.7%,4.1%
C/C(=N\n1nnnc1Nc1ccccc1)c1ccc(N)cc1,-0.35,1487,1.1,37.1%,0.2%,0.6%,16.2%,-8.0%,6.1%,10.8%
O=C(NCC(c1cccs1)N1CCOCC1)c1ccccc1NS(=O)(=O)c1ccc(Cl)cc1 (centres undefined),0.86,1488,1.2,5.7%,-0.9%,2.8%,34.6%,0.2%,-12.7%,0.8%
CC(=O)n1cc(Nc2ccc([N+](=O)[O-])cc2)c2ccccc21,-0.43,1125,0.9,5.2%,0.7%,0.5%,-2.8%,-0.8%,-6.7%,-30.8%
CC1CCN(C(=O)CSc2nc3ncccc3[nH]2)CC1,·,·,·,7.4%,0.2%,0.5%,-0.2%,·,·,·
COc1ccc(-c2cc(C(=O)N3CCCCCC3)c3cc(C)ccc3n2)cc1,·,·,·,7.9%,0.0%,2.1%,8.6%,·,·,·
Cc1ccc(S(=O)(=O)Nc2cccc(-c3ccc(N4CCCCCC4)nn3)c2)cc1C,·,·,·,-1.6%,0.7%,49.6%,18.5%,·,·,·
CCn1c(=N)n(CC(O)c2ccco2)c2ccccc21 (centres undefined),0.83,1137,1.1,-6.8%,-0.2%,-0.7%,7.5%,·,3.6%,10.3%

Further structures.
canonical_smiles,Insulin prom up,Insulin prom up cell count,TNAP activation fold,Salmonella PhoP GFP,West Nile antiviral,RSV antiviral HEp-2,SV40 large T antigen,ER stress rescue,PMI inhibition,human PMI inhibition
CCOC(=O)c1oc2ccccc2c1NC(=O)COc1cccc(OC)c1,·,·,1.1,-6.6%,0.1%,2.6%,9.6%,-1.4%,2.1%,1.7%
O=C(Oc1ccc(-c2cnc3ccccc3n2)cc1)c1ccc(Br)o1,-0.42,996,1,-24.7%,0.7%,4.8%,20.9%,-2.2%,-15.0%,-11.8%
CC(=O)Oc1cc2oc(=O)c3c(c2cc1Cl)CCC3,1.71,1385,1.1,-7.5%,0.5%,7.5%,24.8%,-1.7%,4.0%,6.3%
Cc1ccc(N(CC(=O)N/N=C/c2ccc(OC3CSC3)cc2)S(=O)(=O)c2ccccc2)cc1,0.58,1873,1.1,-5.6%,-0.5%,5.8%,18.5%,-1.2%,19.0%,21.4%
CC(=NC(C)C)C1=C(O)CCC1=O,1.07,1238,1.1,3.5%,0.1%,0.4%,5.4%,-1.1%,6.6%,-5.4%
O=C(O)CCSC(=S)N1CCOCC1,-0.24,1082,·,-4.7%,0.6%,-2.1%,9.8%,·,·,·
N#CC1=C(N)Oc2cc3ccccc3cc2C1c1cccs1 (centres undefined),0.13,1512,1.1,5.7%,0.6%,0.0%,18.3%,-0.3%,7.9%,3.5%
O=C(NCc1ccco1)c1cccn2c(=O)c3c4c(sc3nc12)CCCC4,0.44,1421,1,-7.7%,·,2.7%,6.3%,-1.3%,15.8%,-6.4%
Cc1ccc(S(=O)(=O)Nc2ccc(C(N)=O)cc2)cc1[N+](=O)[O-],·,·,1,-3.4%,0.4%,1.7%,7.8%,-0.7%,-7.2%,-0.7%
COc1cccc(CNC(=O)c2cccc(S(=O)(=O)N3CCN(C)CC3)c2)c1,·,·,·,1.0%,-0.2%,1.2%,8.6%,·,·,·
COc1ccc(N/C=C2\C(=O)CCc3c2oc2cc(Cl)c(O)c(Cl)c32)cc1,-0.18,1229,·,-11.4%,0.3%,5.2%,-6.4%,·,·,·
Cc1ccc(-c2c(C(=O)O)c3ccccc3[nH]c2=O)cc1,·,·,·,-7.1%,0.4%,0.0%,4.5%,·,·,·
O=C(O)C1CCCN1S(=O)(=O)c1cc(Cl)ccc1Cl (centres undefined),1.69,1162,1.1,13.8%,0.1%,0.4%,25.0%,-0.8%,-7.8%,-5.7%
COc1cc(/C=C/CN2CCN(Cc3ccc(C)o3)C(CCO)C2)ccc1O (centres undefined),0.42,1408,1.1,12.2%,-0.5%,-1.3%,20.9%,-0.7%,22.6%,12.5%
CC(CC(=O)Nc1ccc(S(=O)(=O)Nc2ncccn2)cc1)c1ccccc1 (centres undefined),·,·,·,7.8%,0.2%,0.5%,5.4%,·,·,·
COc1cccc(-c2nc(CS(=O)CC(=O)NCc3ccccc3)c(C)o2)c1 (centres undefined),0.01,996,1,0.8%,2.5%,1.8%,2.6%,0.6%,-1.2%,0.7%
CN(C(=O)c1cccc(N2C(=O)C3CC=CCC3C2=O)c1)C1CCCCC1 (centres undefined),·,·,·,-4.2%,0.7%,0.6%,-5.6%,·,·,·
Cc1c(C(=O)O)nn(-c2cccc(C(F)(F)F)c2)c(=O)c1C#N,·,·,·,2.5%,-0.5%,0.8%,5.4%,·,·,·
CCN(Cc1ccc(OC)c(F)c1)C(=O)CCl,·,·,1,13.1%,-0.5%,-1.4%,-2.8%,-2.1%,-8.1%,-23.1%
O=C(CSCc1c(F)cccc1Cl)NCCc1ccccc1,·,·,·,6.9%,-0.3%,0.4%,-12.8%,·,·,·
O=C(OCc1nnc(-c2ccc(Cl)cc2)o1)C12CC3CC(CC(O)(C3)C1)C2,-0.86,820,1,11.1%,0.5%,1.5%,14.3%,-0.7%,-4.5%,-2.1%
CC1(C)CC(NC(=O)C23CCC(C)(/C(=N/O)C2)C3(C)C)CC(C)(C)N1 (centres undefined),0.3,1002,1.1,·,0.0%,4.2%,·,-1.0%,-4.0%,-5.7%
OCCNCc1cccc(OCc2ccccc2Cl)c1,-0.58,1352,1.1,1.2%,-0.7%,-1.2%,6.2%,-2.4%,-5.5%,-2.3%
CC1(C)CC(C#N)(N2CCOCC2)CCO1 (centres undefined),1.6,935,1,3.6%,-0.3%,3.5%,12.7%,-1.0%,-7.1%,3.4%
CCc1cc2c(CN3CCN(CC)CC3)cc(=O)oc2cc1O,-1.02,1289,1.2,8.3%,-0.2%,-1.3%,3.3%,-3.5%,1.6%,7.0%
CCOC(=O)c1c(S(=O)(=O)NCC(=O)NCc2ccccc2)c(C)n(C)c1C,·,·,·,-11.2%,0.0%,0.7%,5.9%,·,·,·
O=c1oc2ccc(Cl)cc2nc1/C=C(\O)c1ccco1,-0.23,1066,·,0.2%,-0.1%,2.0%,16.8%,·,·,·

Entries of single compounds, looked up by structure.
`COc1ccc(N/C=C2\C(=O)CCc3c2oc2cc(Cl)c(O)c(Cl)c32)cc1` is listed as Insulin prom up = -0.18; Insulin prom up cell count = 1229; TNAP activation fold = ·; Salmonella PhoP GFP = -11.4%; West Nile antiviral = 0.3%; RSV antiviral HEp-2 = 5.2%; SV40 large T antigen = -6.4%; ER stress rescue = ·; PMI inhibition = ·; human PMI inhibition = ·
`Cc1ccc(S(=O)(=O)Nc2ccc(C(N)=O)cc2)cc1[N+](=O)[O-]` is listed as Insulin prom up = ·; Insulin prom up cell count = ·; TNAP activation fold = 1; Salmonella PhoP GFP = -3.4%; West Nile antiviral = 0.4%; RSV antiviral HEp-2 = 1.7%; SV40 large T antigen = 7.8%; ER stress rescue = -0.7%; PMI inhibition = -7.2%; human PMI inhibition = -0.7%
